BRCA1 expr up: BRCA1 expression activation; MCF7-BRCA1-FFLuc reporter, luminescence, 48 h; response scale: scaled: vehicle 0%, 10 µM genistein 100%; Potency, µM (highest dose often 46.1 µM), for the others: top-dose activation, usual class: activators; actives 1.1% (n = 380,000); active = well fitted activation curve with a large enough effect; inconclusive = small, poorly fitted or top-dose-only effect; inactive = no such curve, though single readings can be large or run the other way; note: nearly all actives have a fitted effect of over 80% in size; some results filed as inactive show a strong effect at the top dose
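Quantitative HTS in MCF7 cells stably reporting BRCA1 expression via firefly luciferase. Compound treatment lasts 48 h at 37 °C in phenol-red free MEM. Activation is expressed relative to genistein at 10 microM and DMSO.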
An asterisk follows results filed as active; ? = inconclusive. Potency is the fitted concentration of half-maximal effect. The list is partial, so the mix of outcomes need not match the whole.

no.	smiles	BRCA1 expr up
1	CN(C(=O)c1ccc2c(c1)N(Cc1ccc(F)cc1)C(=O)c1ccccc1S2(=O)=O)C1CCCCC1	-49.2%
2	COc1ccc2c(c1)cc(CNc1ccc(OC)c(OC)c1)c(=O)n2CC(=O)Nc1ccc(F)cc1	-15.4%
3	Cc1ccc(F)c(S(=O)(=O)NC(=O)C2(C)CCN2C(=O)COc2ccc(Cl)cc2)c1 (stereo not given)	0.0%
4	Cc1ccc(-c2nc(S(=O)(=O)c3ccc(F)cc3)c(N3CCN(c4ccccc4)CC3)o2)cc1	10.8%
5	O=C1N(Cc2ccccc2Cl)c2ccccc2C1(O)c1c[nH]c2ccccc12 (stereo not given)	-31.1%
6	CCOC(=O)CSc1nc2ccc(NC(=O)COc3ccc(F)cc3)cc2s1	0.0%
7	COCCN1C(=O)CCC1(C)C(=O)Nc1ccc2ccccc2c1 (stereo not given)	14.2%
8	Cc1ccc(CN2CC(N3CCC(Cc4ccccc4)CC3)CS2(=O)=O)cc1 (stereo not given)	5.0%
9	O=C(CN1C(=O)CCc2cc(S(=O)(=O)N3CCOCC3)ccc21)NCc1ccccc1Cl	0.0%
10	CC(C)(C)S(=O)N1Cc2cc(C(=O)N3CCc4ccccc4C3)nc(-c3cccc(-c4cccnc4)c3)c2[C@@H]1CCO (stereo not given in full)	-7.7%
11	O=c1[nH][nH]c2c1[C@H](c1ccc(Cl)cc1)O[C@H](C1CC1)C2	9.0%
12	CCNC(=O)N(C)c1c(CC)nc2ccc(C(=O)Nc3cccc(OCC(=O)N(C)C)c3)cn12	63.9%
13	COc1ccc(NC(=O)Cn2c(=O)n(CCCC(=O)NCc3ccccc3OC)c(=O)c3ccccc32)cc1Cl	2.2%
14	CNC(=O)C1(C)CCN1C(=O)c1ccccc1CCc1ccccc1 (stereo not given)	0.0%
15	CC(C)NC(=O)c1cc(C2CCCCN2C(=O)c2ccc(Cl)cc2)on1 (stereo not given)	9.2%
16	CCc1ccc2c(c1)c(=O)c(C(=O)c1ccc(C)cc1)cn2CC(=O)Nc1ccc2c(c1)OCCO2	4.6%
17	NC(Cc1ccc(F)cc1)c1csc(NC(=O)NC(c2ccccc2)c2ccccc2)n1 (stereo not given)	-72.9%
18	CCCCc1c(Cc2cccc(F)c2)ncn1CCc1ccccc1OC	-30.4%
19	CCc1nc2ccc(C(=O)N(CC)CCN(C)C)cn2c1N(CC)C(=O)NCCc1ccccc1	29.4%
20	CC(C)[C@@H]1Cc2[nH][nH]c(=O)c2[C@H](C)O1	1.0%
21	O=C(Nc1cccc(Cl)c1)c1csc([C@@H]2O[C@H](CO)[C@H](O)[C@H](O)[C@H]2O)n1	8.7%
22	CCCCOc1ccc(CC(N)=O)cc1	6.9%
23	COc1ccc(S(=O)(=O)NC(=O)C2(C)CCN2C(=O)CC2CCCC2)cc1 (stereo not given)	6.7%
24	O=C(NCc1cccnc1)c1cc(C2CCCN(C(=O)c3cccs3)C2)on1 (stereo not given)	0.0%
25	COc1cccc(/C=C/c2nc(C#N)c(NC3CCCCC3)o2)c1	4.4%
26	COc1ccc(CNC(=O)C2(C)Cc3c(-c4ccc(N(C)C)cc4)ccnc3O2)cc1OC (stereo not given)	13.5%
27	CCc1ccc(NC(=O)N(Cc2cn(CC)c3ccccc23)C2CCCCC2)cc1	-6.7%
28	COc1ccc(CCNC(=O)CCCCn2c(=O)c3ccccc3n(Cc3ccc(F)cc3Cl)c2=O)cc1OC	7.1%
29	CCc1nc2c(OCc3ccc(Cl)cc3Cl)cccn2c1N(C=O)Cc1ccc(OC)cc1	-27.6%
30	Cc1cccc(N2C(=O)CSC23C(=O)N(Cc2cccc(C(F)(F)F)c2)c2ccccc23)c1 (stereo not given)	-63.1%
31	Fc1cccc(Cl)c1C1SCc2nc3ccccc3n21 (stereo not given)	-0.4%
32	CCCOc1cccn2c(N(C)C(=O)c3ccccc3F)c(CC)nc12	0.0%
33	Cc1ccc(C(=O)NC2(C(F)(F)F)N=C(c3ccccc3)N(C3CCCCC3)C2=O)cc1 (stereo not given)	-21.2%
34	Cc1csc2nc(-c3ccc(NS(=O)(=O)c4cccc(F)c4)cc3)cn12	-8.1%
35	COc1ccc(CCNc2nc(-c3ccc(C)cc3)cc(C(F)F)n2)cc1OC	7.1%
36	CCCc1nc2ccc(C)cn2c1Cc1ccccc1OC	9.6%
37	CCN(CC)c1nc2c(-c3cccc(Br)c3)nnn2c2ccccc12	-11.9%
38	CC1CCC(Nc2nc3c(-c4ccc(Cl)cc4)nnn3c3ccccc23)CC1 (stereo not given)	-22.8%
39	CN(C)c1ccc(/C=C/c2nccc3ccccc23)cc1	-8.6%
40	O=S(=O)(c1ccc2c(Cl)cccc2c1)N1CCN(c2nc(-c3cccs3)nc3ccccc23)CC1	-12.9%
41	COc1ccc(-c2noc(N(c3cccc(Cl)c3)c3nc(-c4ccc(OC)c(OC)c4)no3)n2)cc1OC	21.7%
42	Cc1ccc(C(=O)CSc2nc3cc(C(=O)NC4CCCC4)ccc3c(=O)n2CC2CCCO2)c(C)c1 (stereo not given)	-6.8%
43	CC1(C(=O)O)CCN1C(=O)c1cccc(OC(F)(F)F)c1 (stereo not given)	6.6%
44	CCOc1ccc(NC(=O)Cn2c(=O)c(CNc3ccccc3)cc3cc4c(cc32)OCCO4)cc1	0.0%
45	CCCn1c(SCc2nc(-c3ccc(OC)c(OC)c3)no2)nnc1-c1ccccc1	1.8%
46	COc1ccc(N2CCN(C(=O)CN3C(=O)CSc4c3c(C)nn4-c3ccccc3)CC2)cc1	-0.5%
47	CC(C)C(=O)N1CCC1(C)C(=O)Nc1cc(-c2ccccc2)nn1C (stereo not given)	16.6%
48	COc1cccc(CNC(=O)[C@@H]2CCCN2C(=O)[C@@H]2CCCN2C(=O)c2cccc(OC)c2)c1	5.4%
49	COC(=O)[C@]12CCCCC=C1N(Cc1cccc3ccccc13)C(=O)[C@H](CC(=O)N1CCCC1)C2	-52.0%
50	CCCS(=O)(=O)NC(=O)C1(C)CCN(C(=O)c2ccc(F)c(C)c2)C1 (stereo not given)	0.5%
51	CCCCC(=O)N(C)c1c(CC)nc2c(OCC=C(C)C)cccn12	-47.6%
52	CCCNC(=O)C1(C)CCCN(C(=O)c2sccc2C)C1 (stereo not given)	9.0%
53	CCOC(=O)C1(C)CCN1C(=O)c1ccoc1 (stereo not given)	5.7%
54	C#Cc1ccc(NC(=O)C2(C)CCN2C(=O)CC(c2ccccc2)c2ccccc2)cc1 (stereo not given)	-37.3%
55	O=C(C[n+]1cccc(Cl)c1)c1ccc(F)cc1	0.0%
56	O=C(CS(=O)(=O)c1cccc2nsnc12)N1CCN(c2cccc(Cl)c2)CC1	-5.6%
57	O=C(NCc1ccc(F)cc1F)[C@@H]1CCCN1C(=O)[C@@H]1CCCN1C(=O)c1ccc(Cl)cc1	-12.8%
58	COc1cccc(-c2ccc3c(N)c(C(=O)Nc4cc(C(F)(F)F)ccc4OC)sc3n2)c1	55.7%
59	O=C(c1ccco1)N1CCN(C2CN(C3CCCCC3)S(=O)(=O)C2)CC1 (stereo not given)	17.7%
60	COc1ccc(Cl)cc1NC(=O)Cn1ncc2c3ccccc3n(C)c2c1=O	20.0%

(listing goes on)
no.	smiles	BRCA1 expr up
61	CCCCOc1ccc(CNC(=O)C2CCCN(c3nnc(-n4c(C)ccc4C)s3)C2)cc1 (stereo not given)	18.2%
62	COc1ccc(-c2ccc(C(=O)N3CCOCC3)c3occc23)c(C)c1	12.0%
63	CCc1nc2ccc(C(=O)Nc3ccc(C(=O)N(C)C)cc3)cn2c1N(C)CCCc1ccccc1	-2.0%
64	CCCCOc1ccc(S(=O)(=O)n2nc(C)c(S(=O)(=O)N3CCC(C)CC3)c2C)cc1	-4.4%
65	CCNC(=O)C1(C)CCCN(CCOc2ccc(Cl)cc2)C1 (stereo not given)	2.5%
66	CC1(C(=O)NS(=O)(=O)c2ccc(C#N)cc2)CCN1C(=O)Cc1ccsc1 (stereo not given)	14.1%
67	CCNC(=O)C1(C)CCN(Cc2csc(-c3ccccc3)n2)C1 (stereo not given)	41.4%
68	COc1ccccc1CNc1nc2cc(-c3ccsc3)sc2c(=O)n1C	-48.8%
69	CCOc1ccc(-c2cnc3cccnn23)cc1	7.08µM*
70	OC(c1cccc(Cl)c1)c1nc(-c2ccccc2)cs1 (stereo not given)	-27.5%
71	Nc1ncnc2c1ncn2[C@@H]1O[C@H](C(=O)N[C@H]2c3ccccc3C[C@H]2OC=O)[C@@H](O)[C@H]1O	0.0%
72	Cn1ccc2cc(S(=O)(=O)N3CCCN(C(=O)Nc4ccc(Br)cc4)CC3)ccc21	-20.7%
73	Cc1ccc(C(=O)Nc2nc(C(N)Cc3ccc(C(F)(F)F)cc3)cs2)cc1 (stereo not given)	-3.0%
74	CCOC(=O)C1=CCCN(S(=O)(=O)c2ccc(C)cc2)C1	6.5%
75	COc1ccc(NC(=O)CN(c2cccc(C)c2C)S(=O)(=O)c2ccccc2)cc1OC	1.2%
76	CCOC(=O)C1=C(C)NC2=C(C(=O)C(C(=O)OCC)C(c3ccco3)C2)C1c1ccccc1C (stereo not given)	-53.7%
77	Cc1ccccc1Nc1c(-c2ccc(Cl)s2)nc2ccccn12	10.4%
78	COc1cccc(-c2cc(NC=O)c3ncc(-c4ccc(C(C)=O)cc4)n3c2)c1	-69.7%
79	COc1cc(C(O)c2nc(-c3ccc(F)cc3OC)cs2)ccc1F (stereo not given)	-35.9%
80	Fc1ccc(Cc2cn3cc(-c4ccc(F)cc4)nc3s2)cc1	26.4%

The final 6 records of the part above come first, to join the parts:
no.	smiles	BRCA1 expr up
75	COc1ccc(NC(=O)CN(c2cccc(C)c2C)S(=O)(=O)c2ccccc2)cc1OC	1.2%
76	CCOC(=O)C1=C(C)NC2=C(C(=O)C(C(=O)OCC)C(c3ccco3)C2)C1c1ccccc1C (stereo not given)	-53.7%
77	Cc1ccccc1Nc1c(-c2ccc(Cl)s2)nc2ccccn12	10.4%
78	COc1cccc(-c2cc(NC=O)c3ncc(-c4ccc(C(C)=O)cc4)n3c2)c1	-69.7%
79	COc1cc(C(O)c2nc(-c3ccc(F)cc3OC)cs2)ccc1F (stereo not given)	-35.9%
80	Fc1ccc(Cc2cn3cc(-c4ccc(F)cc4)nc3s2)cc1	26.4%
81	COc1ccc(CNC(=O)C2=C(C)C(=O)OC23CCCCC3)cc1OC	7.7%
82	COc1cc(NC(=O)Nc2nc(C(N)C3CCCCC3)cs2)cc(OC)c1OC (stereo not given)	-57.3%
83	COc1ccc(N2Cc3cccc(C(=O)Nc4ccc(C)c(C)c4)c3C2=O)cc1	0.5%
84	Cc1cc2nc(-c3cccc(Br)c3)c(Cc3cccc(Cl)c3)n2c(C)c1Br	-33.0%
85	CCOC(=O)c1c(C)[nH]c(C)c1S(=O)(=O)N1CCC(C(=O)Nc2ccccn2)CC1	-19.3%
86	COc1ccc(-n2c(=O)c3c4c(sc3n(Cc3cc(C)ccc3C)c2=O)CN(C(C)=O)CC4)c(OC)c1	-39.8%
87	CCOc1ccc(C(=O)c2cn(CC(=O)Nc3ccc(OC)cc3)c3cc4c(cc3c2=O)OCO4)cc1	1.4%
88	Cc1ccc(S(=O)(=O)N2CCC(=O)N([C@H](COCc3cccc(Cl)c3)Cc3ccccc3)CC2)cc1	0.0%
89	O=C(CN1C(=O)C2(SCC(=O)N2c2ccccc2)c2ccccc21)NCc1ccccc1 (stereo not given)	-9.4%
90	CC(C)(C)c1ccc(S(=O)(=O)NC(=O)C2(C)CCN2C(=O)Cc2ccccc2Cl)cc1 (stereo not given)	2.3%
91	Cc1ccc(S(=O)(=O)N2C[C@H]3C(=O)C[C@@H](c4ccccc4)N(S(=O)(=O)c4ccccc4)[C@H]3C[C@H]2c2ccccc2)cc1	-0.4%
92	COc1ccc(Cc2c(-c3ccc(OC)c(OC)c3)nc3c(C)cc(Br)cn23)c(C)c1	-47.4%
93	CN(CCc1ccccc1)C(C(=O)Nc1ccc2c(c1)OCCO2)c1ccnc2ccccc12 (stereo not given)	-11.7%
94	CC(C)C(=O)NC(c1ccc(N(C)C)cc1)c1ccc2cccnc2c1O (stereo not given)	-42.6%
95	CCN(Cc1cccc(S(=O)(=O)O)c1)c1ccc(C(=C2C=CC(=[N+](CC)Cc3cccc(S(=O)(=O)O)c3)C=C2)c2ccc(O)cc2S(=O)(=O)O)cc1	-45.7%
96	CCCC(=O)N(c1ccc2oc(C)c(C(C)=O)c2c1)S(=O)(=O)c1ccc(C)cc1	5.4%
97	CCOCCn1ccc2c(OCC(=O)NCc3ccc(C)cc3)cccc2c1=O	0.0%
98	CCCCc1ccc(NC(=O)C2(C)Cc3ccccc3C(=O)O2)cc1 (stereo not given)	5.7%
99	O=C1CC(c2c(F)cccc2Cl)c2c(ccc3ccccc23)N1 (stereo not given)	-64.1%
100	COc1ccccc1C1C(C(N)=O)=C(C)Nc2nc(SCc3ccccc3F)nn21 (stereo not given)	-5.7%
101	O=C(Cn1cnc2onc(-c3ccc(F)cc3)c2c1=O)N1CCN(c2ccccc2F)CC1	-9.1%
102	O=C(CSc1nc(=O)n(Cc2ccncc2)c2c1CCC2)Nc1ccc(F)cc1F	0.0%
103	COc1cc(F)ccc1-c1csc(C(O)c2ccccc2)n1 (stereo not given)	26.8%
104	Cc1cc2nc(-c3ccc(OCc4ccccc4C)cc3)cc(C(F)(F)F)n2n1	?
105	CCOC(=O)c1c(-c2ccc(OC)cc2)oc2ccc(OCc3ccc(C(=O)OC)cc3)cc12	11.6%
106	COc1cc(C)ccc1OCCSc1nc(-c2cccc(C)c2)nc2cc(=O)[nH]n12	-1.2%
107	CS(=O)(=O)Nc1ccc(Br)cc1	14.7%
108	O=C1N(Cc2ccccc2)c2ccc(Cl)cc2C1(O)c1c[nH]c2ccccc12 (stereo not given)	-30.5%
109	COc1ccc(CCNC(=O)CCCCn2c(=O)c3ccccc3n(Cc3ccccc3Cl)c2=O)cc1OC	0.0%
